SR-BI DiI-HDL act = enhances SR-BI lipid uptake from DiI-HDL; activation, % at 12.5 µM; CHO ldlA[mSR-BI] cells, DiI-HDL uptake fluorescence, 3 h; 100 = double the neutral-control signal; hit rate 0.096% among 320,000;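 active means mean replicate activation of at least 60% and every replicate at or above 60%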;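 further: 0% = median plate neutral-control signal and 100% = twice that signal; values of inactives mirror those of a sister screen read the other way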
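system = CHO ldlA[mSR-BI] cells, LDL receptor-null, SR-BI overexpressing | medium = Ham's F12 with 0.5% BSA, HEPES 25 mM, pH 7.4 | probe or stimulus = DiI-HDL 10 µg/mL | compound dosing = single-point compound dose | incubation = compound exposure 3 h, 37 °C | technique = DiI fluorescence, bottom read | read-out = cell-associated DiI fluorescence as measure of HDL uptake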
Keap1 Nrf2 FP = disrupts human Keap1 binding to Nrf2 peptide | inhibition, % at 9.4 µM | hit rate 0.15% among 340,000 | Keap1 Kelch-Nrf2 peptide fluorescence polarization, 1536-well | AID 504523; in the data active means inhibition above about 12%;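 further: human Keap1 Kelch domain with fluorescein labeled Nrf2 9mer peptide probe; 0% = neutral control wells and 100% = peptide positive control; higher means more block of Keap1 binding to Nrf2 peptide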
CAL PDZ FP-1 = inhibitors of human CAL PDZ peptide binding; Q9HD26; purified CAL PDZ, TMR-peptide fluorescence polarization, 1 h; hit rate 0.92% among 300,000; AID 602252; inhibition, % at 24.9 µM;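 active means mean inhibition of at least 30% with at least half of replicates also reaching 30%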;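 further: 0% = DMSO neutral control and 100% = excess unlabeled competitor peptide PRC23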
RTF Ca sens inh = cardiac RTF calcium desensitization; P19429+P45379; IANBD-labeled cardiac RTF, Ca2+ fluorescence; inhibition, % at 7.15 µM; hit rate 0.12% among 340,000; AID 493244;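 active means inhibition above the mean inhibition of all tested compounds plus 3 SD, cut at about 17% in these data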;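 further: assay run at fixed EC70 calcium of 1.6 mM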
cardiac RTF act = cardiac RTF calcium sensitization. hit rate 0.24% among 340,000. activation, % at 7.2 µM. AID 493008. IANBD-labeled TnC RTF fluorescence at EC20 calcium; 0% EC20 calcium, 100% full calcium;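 active means activation above the mean over all tested compounds plus 3 SD, cut at about 30% in these data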;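 further: rise in fluorescence read as greater calcium sensitivity of cardiac thin filaments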
C-LANA FP = inhibitors of KSHV LANA C-terminal domain DNA binding. MBP-C-LANA/FAM-LBS DNA binding, fluorescence polarization. inhibition, % at 9 µM. hit rate 0.078% among 340,000. AID 504423;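 active means highest replicate inhibition at or above 60% at 9 µM, even if other replicates fall short; inactive means all replicates below 60% inhibition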;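 further: 0% = neutral control wells and 100% = 4 µM acridine orange control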
DAGLB inhibitor = blocks human DAGLB lipase activity; HEK293T DAGLB membrane lysate, EnzChek fluorogenic substrate; hit rate 0.059% among 340,000; inhibition, % at 5.17 µM; Q8NCG7; in the data active means inhibition above about 34%;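 further: 0% = enzyme with vehicle and 100% = wells lacking enzyme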
PKA-R2B activ = activates the human PKA-R2B holoenzyme complex. PKA-R2B holoenzyme dissociation, Cy5-IP20 fluorescence polarization; R2B truncated from residue 108, S112A mutant; 0% DMSO only, 100% 113 µM cGMP. activation, % at 11.4 µM. hit rate 0.079% among 340,000. AID 504700;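 active means activation above a cutoff set at the mean over all compounds plus 3 SD, cut at about 18% in these data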;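 further: higher means more holoenzyme dissociation and a rise in polarization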
Target sequence (P31323 whole entry, looked up, other chains not shown, the tested form may be a part): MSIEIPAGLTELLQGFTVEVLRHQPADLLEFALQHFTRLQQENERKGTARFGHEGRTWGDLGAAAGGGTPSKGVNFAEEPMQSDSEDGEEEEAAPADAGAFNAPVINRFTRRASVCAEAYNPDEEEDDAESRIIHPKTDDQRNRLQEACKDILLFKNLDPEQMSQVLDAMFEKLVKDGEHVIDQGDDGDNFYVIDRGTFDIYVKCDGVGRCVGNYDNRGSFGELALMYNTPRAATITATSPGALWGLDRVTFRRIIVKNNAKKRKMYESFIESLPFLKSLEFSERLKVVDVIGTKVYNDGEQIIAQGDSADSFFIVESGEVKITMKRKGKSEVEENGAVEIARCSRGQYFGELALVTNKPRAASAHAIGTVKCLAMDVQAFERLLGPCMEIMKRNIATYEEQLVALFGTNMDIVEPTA
CAL PDZ FP-2 = blocks peptide binding to human CAL PDZ domain; purified CAL PDZ, TMR-peptide fluorescence polarization, 1 h; inhibition, % at 20 µM; hit rate 0.02% among 330,000; AID 504414;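 active means highest replicate inhibition of at least 40%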;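 further: plate controls were DMSO neutral control wells for no effect and unlabeled competitor peptide control wells for full effect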
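Assay system – tagged CAL PDZ protein CerCALP, purified · Timing – 1 h at RT · Compound – single point, 20 µM · Measured by – fluorescence polarization from S- and P-plane intensities, G-factor corrected · Evaluation – inhibition from polarization loss · Probe or stimulus – TMR reporter peptide T*-PRC34 · Buffer or medium – pH 7.4 phosphate-saline buffer, reducing agent, detergent, IgG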
Rtt109 HAT inh = C. albicans Rtt109 histone acetyltransferase inhibition | Q5AAJ8 | inhibition, % at 34.9 µM | purified Rtt109/Vps75, ThioGlo CoA-SH fluorescence, 4 h | hit rate 0.16% among 330,000 | AID 540336;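 active means inhibition of at least 50% in every replicate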
Target sequence (Q5AAJ8 whole entry, looked up): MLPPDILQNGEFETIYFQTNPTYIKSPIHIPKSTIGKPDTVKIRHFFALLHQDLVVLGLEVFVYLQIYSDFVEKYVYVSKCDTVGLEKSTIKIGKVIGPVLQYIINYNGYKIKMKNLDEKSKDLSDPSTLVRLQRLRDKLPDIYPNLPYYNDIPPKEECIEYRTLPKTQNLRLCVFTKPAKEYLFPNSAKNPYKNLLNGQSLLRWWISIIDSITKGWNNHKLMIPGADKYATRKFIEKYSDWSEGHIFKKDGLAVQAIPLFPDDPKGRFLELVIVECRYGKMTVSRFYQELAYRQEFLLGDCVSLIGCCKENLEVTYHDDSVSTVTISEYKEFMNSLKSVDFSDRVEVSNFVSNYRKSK
* marks the source's active call; other numbers are inactive results; . = no result given.

SMILES | SR-BI DiI-HDL act | Keap1 Nrf2 FP | CAL PDZ FP-1 | RTF Ca sens inh | cardiac RTF act | C-LANA FP | DAGLB inhibitor | PKA-R2B activ | CAL PDZ FP-2 | Rtt109 HAT inh
CCn1c(-c2cccc(Br)c2)n[nH]c1=S | 26.4 | -3.9 | -2.8 | 0.1 | 2.1 | -1.0 | 0.1 | 6.6 | -0.1 | 11.2
COCc1nnc(NC(=O)CSCc2ccccc2)s1 | 27.0 | -5.6 | -1.1 | -11.4 | 5.7 | -0.5 | 0.0 | -6.4 | -1.4 | -1.0
O=C(O)CC(NC(=O)COc1ccc(Cl)cc1Cl)C(=O)O (centres undefined) | 5.3 | -3.5 | -0.9 | -6.7 | 4.7 | -0.7 | -0.9 | -11.6 | -3.4 | -0.4
CSc1ccc(S(=O)(=O)N2CCC(C(=O)NCCCn3ccnc3)CC2)cc1 | 7.8 | 5.5 | -2.8 | 3.5 | 5.9 | 2.4 | -2.5 | 1.0 | -3.1 | 12.3
CC(CN1CCN(C)CC1)OC(=O)c1cccc(F)c1 (centres undefined) | 20.5 | 2.9 | 0.6 | 4.5 | 0.7 | 18.5 | 3.2 | -5.3 | 0.2 | -2.1
COc1ccc(-c2noc(CNC(=O)c3ccc4c(c3)OCO4)n2)cc1 | . | 1.5 | 0.3 | -18.2 | -2.8 | -2.3 | -2.8 | -2.5 | -3.1 | -4.7
O=C(NC1CCCCCC1)C1Cc2ccccc2CN1C(=O)c1ccco1 (centres undefined) | 14.0 | -3.8 | 9.8 | 8.6 | 2.1 | -0.7 | 0.3 | -0.9 | . | -3.8
CCOc1ccc(N2C(=O)CC(N(CCc3ccc(OC)c(OC)c3)C(=S)Nc3ccccc3)C2=O)cc1 (centres undefined) | -24.0 | -4.7 | 4.8 | -18.3 | 3.3 | 0.6 | -1.1 | -6.7 | 0.0 | -1.1
CCC1CCCCN1CCCNC(=O)c1ccc2nc(N3CCCCC3)sc2c1 (centres undefined) | -17.5 | -3.1 | -4.4 | -5.2 | -0.4 | -1.6 | 1.1 | 6.1 | -2.1 | -0.9
CCOC(=O)c1cc2occc2n1Cc1ccc(F)cc1 | -29.9 | -0.3 | -3.1 | -5.6 | 1.3 | 0.7 | -12.3 | -4.0 | -5.0 | 0.2
O=C(NCCN1CCOCC1)c1sc2ccccc2c1Cl | 0.1 | 2.2 | -1.2 | . | . | -0.3 | . | . | -0.1 | 1.8
CC1CN(S(=O)(=O)c2cccc(C(=O)NCC(c3cccs3)N3CCOCC3)c2)CC(C)O1 (centres undefined) | 41.4 | -2.0 | . | 2.5 | 1.2 | 0.0 | 1.4 | -10.6 | -0.7 | 5.2
NC(=O)[C@@H]1CCCN1Cc1nc(Cc2cccc(C(F)(F)F)c2)no1 | -5.4 | -4.2 | -7.2 | -5.5 | 11.4 | 0.6 | 0.4 | 3.2 | -0.2 | 11.7
CCOC(=O)C1CCN(C(=O)c2ccc(N3CCCC3=O)cc2)CC1 | -4.5 | 2.6 | . | 3.3 | -5.0 | -2.2 | 2.3 | -6.6 | -0.9 | -1.2
CCCN1C2CCCC1CC(NC(=O)c1ccc(OC)cc1)C2 (centres undefined) | -3.6 | 0.8 | -2.2 | 2.4 | -4.8 | -0.7 | -3.3 | 0.8 | -0.3 | -2.6
O=C(Nc1cccnc1Cl)c1cc(-c2ccc(Cl)cc2)on1 | . | -1.2 | -0.9 | -27.1 | -5.5 | -1.4 | -2.4 | 2.6 | -1.3 | -4.0
CCCOc1ccc(CNC(=S)NCc2ccc(OC(C)C)cc2)cc1 | 1.6 | -9.2 | 2.2 | -5.0 | 7.0 | 0.0 | -8.3 | -5.6 | -1.7 | -4.2
CC1(C)C[C@H]2C3=CCC4[C@@]5(C)CC[C@H](O)[C@@](C)(CO)C5CC[C@@]4(C)[C@]3(C)C[C@@H](O)[C@@]2(CO)[C@@H](O)[C@@H]1O (some centres undefined) | 13.5 | -5.3 | 1.5 | 1.0 | 1.3 | -0.2 | -0.6 | -6.6 | -0.8 | 3.3
Cn1c(=O)c2c(c3ccccc31)OC(C)(C)CC2 | 12.2 | -3.1 | -3.2 | -11.7 | 2.3 | 0.3 | 2.9 | -1.3 | 0.4 | 0.8
C=CCn1c(SCC(=O)NC2CCS(=O)(=O)C2)nc2sc(CC)cc2c1=O (centres undefined) | 18.1 | 0.6 | -1.2 | -7.7 | -1.4 | 2.2 | 0.5 | 5.7 | 0.2 | -0.6
O=C(NCc1cccs1)C1CCCN(S(=O)(=O)c2cnc[nH]2)C1 (centres undefined) | -5.7 | -5.3 | 2.8 | -5.2 | -3.5 | -0.1 | -0.1 | 2.1 | -1.1 | 8.2
CCCN(CCC)CC(O)COc1ccccc1C(=O)Nc1ccccc1 (centres undefined) | 101.8* | 0.5 | 1.5 | -9.5 | 0.3 | 0.4 | -1.3 | -12.2 | -0.3 | 5.2
COc1ccc(Cl)cc1-c1nc(SCC(=O)N(C)CCC#N)n[nH]1 | -26.1 | 2.4 | 1.9 | -2.0 | -2.9 | 0.0 | -0.8 | -0.3 | -0.6 | -6.2
CN(CCc1ccccc1)C(=O)c1ccc(NC(=O)Cc2cccc(NC(=O)C3CCN(S(=O)(=O)c4cccc([N+](=O)[O-])c4)CC3)c2)cc1 | -15.4 | -6.7 | -1.3 | -4.1 | 2.2 | -2.1 | 0.1 | -0.9 | 0.8 | -2.2
CC1CCN(S(=O)(=O)c2cccc(S(=O)(=O)N3CCCC3)c2)CC1 | . | -2.0 | -0.8 | 2.1 | -6.4 | -2.2 | -4.0 | -3.0 | -2.3 | 5.2
NCCCCCc1nnc(SCC(=O)Nc2cccc(Cl)c2)o1 | 1.0 | -2.4 | . | -4.9 | 4.3 | -0.2 | -1.9 | -4.9 | -2.3 | 12.6
Cc1ccc(S(=O)(=O)N2CCN(C(=O)CCC(=O)NCCc3ccc(S(N)(=O)=O)cc3)CC2)c(C)c1 | 5.0 | -5.9 | -21.5 | -8.7 | 8.5 | 0.0 | 4.0 | 0.7 | -5.1 | 8.5
COC(=O)C1=C(C)NC(=O)NC1c1ccc(OC(=O)c2ccco2)cc1 (centres undefined) | 25.8 | 1.6 | 3.1 | -2.3 | 1.9 | 10.4 | -1.9 | -3.3 | -0.6 | 17.2
O=C1N[C@@H](Cc2c[nH]c3ccccc23)COC(=O)[C@H](Cc2ccc(F)cc2)C/C=C\C[C@@H]1CC(=O)N(CCO)Cc1ccccc1 | -31.0 | -0.6 | -0.6 | 3.8 | -1.0 | 1.3 | 2.6 | -7.3 | -1.2 | 3.0
COc1cc(OC)cc(C(=O)NCCNC(=O)c2ccccn2)c1 | . | -7.2 | 0.8 | -6.5 | 0.7 | 1.2 | 2.5 | -12.1 | -2.7 | -5.4
O=C(NN=C(Cc1ccccc1)Cc1ccccc1)c1ccccc1F | -9.8 | 2.1 | -3.8 | -0.1 | -3.3 | 0.2 | -1.4 | -4.9 | -2.6 | -2.3
O=C(COc1ccccc1F)Nc1ccc(S(=O)(=O)Nc2nccs2)cc1 | 8.8 | -7.2 | -1.8 | -8.5 | -5.5 | 0.3 | -0.1 | -1.4 | -1.0 | 18.8
O=C(c1cc(-c2cccs2)on1)N1CCCc2ccccc21 | 10.1 | 0.1 | -5.0 | -1.8 | -0.1 | 0.0 | -4.2 | 5.9 | -0.3 | -6.1
O=C(Nc1ccc2c(c1)C(=O)NC2=O)c1ccccc1 | -4.0 | -6.4 | . | -7.4 | 1.5 | 0.4 | 1.6 | 0.3 | -1.5 | -0.5
COC(=O)c1ccc(COC(=O)CCC(=O)c2cccs2)cc1 | -2.2 | -6.9 | -2.2 | 2.1 | -2.4 | 1.6 | -4.4 | 8.6 | -1.6 | -7.5
COc1ccc(/C=N/NC(=O)CCn2cnc(-c3ccccc3)c2-c2ccccc2)cc1 | -25.5 | -2.5 | 7.2 | -2.7 | -7.7 | -0.7 | 1.6 | 6.2 | -1.1 | 12.9
COc1cc(C(=O)N(CCCO)Cc2cc3ccc(C)c(C)c3[nH]c2=O)cc(OC)c1OC | 14.0 | 0.6 | 2.8 | 2.5 | -4.1 | -0.5 | 0.4 | 8.7 | 0.8 | 2.8
Cc1cc(/C=C(\C#N)C(=O)O)c(C)n1CCC(C)C | 8.8 | -1.9 | -1.9 | -21.8 | 6.0 | -0.1 | -0.5 | -4.5 | -0.8 | 3.3
O=C(OCc1nc2scc(-c3ccccc3)c2c(=O)[nH]1)c1cc(Cl)ccc1[N+](=O)[O-] | 22.3 | -4.7 | -5.5 | -6.0 | 0.3 | -1.7 | 0.6 | -2.9 | -1.9 | 21.3
O=C(COc1ccc(Oc2ccccc2)cc1)NCc1cn2ccccc2n1 | 16.2 | 3.7 | 7.0 | -21.4 | 0.6 | 0.5 | 0.3 | 3.1 | -0.2 | 1.8
CC1Cc2ccccc2N1C(=O)CCS(=O)(=O)c1cccc2nonc12 (centres undefined) | 20.0 | 1.5 | -0.9 | -6.5 | -6.7 | 2.3 | 2.7 | -9.1 | -2.9 | 0.3
N#CCCn1cc(C(=O)Nc2ccccc2Br)c(-c2cc3ccccc3o2)n1 | -43.0 | -0.9 | -3.1 | 12.0 | -0.9 | 0.8 | -1.7 | -5.1 | -1.1 | 0.1
Cc1cccc2cc(CN(CC3CCCO3)C(=S)Nc3ccccc3)c(=O)[nH]c12 (centres undefined) | -7.5 | 0.2 | -0.8 | -2.7 | -2.7 | 0.7 | 1.5 | -9.6 | 0.0 | 7.2
O=C1CCN(Cc2ccccc2)CCN1CCSc1ccccc1 | 16.9 | -4.8 | 2.1 | -9.4 | -1.4 | -0.3 | -3.0 | -3.0 | -0.6 | 1.8
Cc1ccc(C(=O)CSc2nc3c([nH]2)c(=O)n(C)c(=O)n3C)cc1 | 16.9 | -6.5 | -4.6 | -6.8 | 9.0 | 0.5 | 0.9 | 0.0 | -1.1 | -3.4
COc1ccc(S(=O)(=O)Nc2ccc3c(c2)C(=O)N([C@H](C)CO)C[C@H](C)[C@@H](CN(C)C(=O)NC2CCCCC2)O3)cc1 | 6.1 | -1.4 | -1.9 | -5.2 | -2.0 | -0.9 | 0.5 | -4.2 | 0.0 | -5.3
C/C(CC(=O)Nc1cc(C)ccn1)=N\NC(=O)c1cccc(C)c1 | 18.4 | 1.2 | . | -6.9 | 1.1 | -0.6 | 5.4 | -0.9 | -0.7 | 4.2
Cc1nc(-c2ccc(Cl)cc2)sc1C(=O)CBr | -5.0 | 0.2 | -3.6 | -33.2 | -5.8 | -1.4 | -4.5 | -7.2 | -1.7 | 0.6

Hits appear at their usual frequency. Share with any hit: about 1.6%.
